Vif-A3F inh: Vif-A3F binding inhibition. HeLa A3F-eYFP + Vif (tagged APOBEC3F with the HIV-1 protein that degrades it), YFP fluorescence increase. Potency, µM (doses to about 46.1 µM), for inactives: at the highest dose activity, negative = active. actives 0.2% (n = 390,000); also: potency is read from the fitted curve at half-maximal effect; % of control where 0% means no effect; nearly all actives have a fitted effect of over 65% in size
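Fluorescence increase (Ex 488/Em 500-530) after overnight compound treatment at 37 deg C flags inhibition of Vif-driven A3F-eYFP loss in stable HeLa A3F-eYFP/Vif cells seeded overnight beforehand.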
Vif-A3G inh: blocks the Vif interaction with human APOBEC3G | HeLa A3G-eYFP + Vif (tagged APOBEC3G with the HIV-1 protein that degrades it), YFP fluorescence, overnight | Potency, µM (titrated, usually from 46.1 µM), inactives show at the highest dose activity, negative = active, most hits filed as inhibitors | Q9HC16 | actives 0.076% (n = 410,000);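 also: potency is read from the fitted curve at half-maximal effect; % is scaled to controls: 0 for no effect and ±100 for the full control effect; nearly all actives have a fitted effect of over 60% in size; hits raise eYFP signal because A3G escapes Vif-driven loss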
Target sequence (Q9HC16 whole entry, looked up): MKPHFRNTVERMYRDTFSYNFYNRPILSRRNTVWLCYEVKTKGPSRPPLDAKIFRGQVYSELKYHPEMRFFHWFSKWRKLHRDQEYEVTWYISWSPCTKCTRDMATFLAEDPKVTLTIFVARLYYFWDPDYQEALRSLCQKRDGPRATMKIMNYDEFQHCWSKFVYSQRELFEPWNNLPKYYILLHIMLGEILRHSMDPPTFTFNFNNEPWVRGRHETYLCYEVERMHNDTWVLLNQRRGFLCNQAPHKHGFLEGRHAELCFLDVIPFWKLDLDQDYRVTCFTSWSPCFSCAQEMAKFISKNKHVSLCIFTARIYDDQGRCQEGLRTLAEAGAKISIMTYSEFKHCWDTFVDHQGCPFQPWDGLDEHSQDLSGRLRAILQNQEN
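Read-out is eYFP fluorescence (Ex 488/Em 500-530) from Vif-expressing HeLa A3G-eYFP cells; more signal means A3G escaped Vif-mediated degradation. Cells plated overnight, compound pinned in, incubated overnight at 37 deg C.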
LDHA block: inhibitors of human lactate dehydrogenase A; purified LDHA, NADH/diaphorase-resazurin fluorescence; active compounds read low; P00338; activity change, % (values are at about 110 or 230 µM); actives 0.15% (n = 480,000); AID 1347041; in the data active = activity change below about -30%; inconclusive = mostly about -25% to -30%;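 also: plate controls were DMSO wells for no effect and wells without enzyme for full effect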
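LDH5 2 nM; NADH 0.06 mM, pyruvate 0.2 mM; 200 mM Tris pH 7.4, EDTA, Tween-20; 5 min RT. Detection: diaphorase 0.133 mg/mL + resazurin 37 µM, fluorescence ex540/em590 at 0 and 20 min; normalized to enzyme-free and DMSO wells.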
IDH1 R132H inh: human IDH1 R132H inhibition. IDH1-R132H enzyme, NADPH consumption, diaphorase/resazurin fluorescence. Potency, µM (top dose mostly 76.6 µM), without a hit: at the top dose activity change, negative = inhibition, actives largely listed as inhibitors. actives 0.093% (n = 390,000). AID 602179; also: potency is read from the fitted curve at half-maximal effect; % is scaled to controls: 0 for no effect and ±100 for the full control effect; nearly all actives have a fitted effect of over 65% in size
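IDH1-R132H (0.5 ug/mL dispensed) in pH 7.5 Tris buffer was preincubated 30 min with compound, then given a substrate mix of 0.016 mM NADPH and 2 mM alpha-KG for 80 min at room temperature; remaining NADPH was read by diaphorase/resazurin fluorescence.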
TrxR1 substrate: rat thioredoxin reductase 1 substrate activity. O89049. purified TrxR1 substrate turnover, NADPH consumption readout. Potency, µM (doses to about 114 µM), without a hit: at the highest dose activity change, negative = substrate turnover. actives 0.01% (n = 390,000); also: potency is read from the fitted curve at half-maximal effect; % is scaled to controls: 0 for no effect and ±100 for the full control effect; nearly all actives have a fitted effect of over 50% in size
Target sequence (O89049 whole entry, looked up): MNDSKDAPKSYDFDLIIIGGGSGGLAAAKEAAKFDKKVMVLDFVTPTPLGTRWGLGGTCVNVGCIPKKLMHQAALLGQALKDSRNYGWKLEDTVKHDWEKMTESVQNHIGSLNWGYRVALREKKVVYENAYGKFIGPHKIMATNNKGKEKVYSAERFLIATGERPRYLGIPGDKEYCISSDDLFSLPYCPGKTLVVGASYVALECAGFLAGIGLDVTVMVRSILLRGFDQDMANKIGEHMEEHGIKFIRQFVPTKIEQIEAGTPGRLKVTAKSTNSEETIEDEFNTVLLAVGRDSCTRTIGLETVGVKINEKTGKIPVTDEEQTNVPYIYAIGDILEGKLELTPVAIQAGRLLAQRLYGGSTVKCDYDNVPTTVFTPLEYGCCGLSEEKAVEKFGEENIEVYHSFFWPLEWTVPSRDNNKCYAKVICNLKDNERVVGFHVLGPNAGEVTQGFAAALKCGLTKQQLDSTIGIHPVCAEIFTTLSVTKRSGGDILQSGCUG
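Rat TrxR1, dispensed at 90 nM, was prereduced with 400 uM NADPH (final) for 5 min at ~22 deg C, then incubated with compound 15 min before 400 uM selenite. A first-read NADPH fluorescence drop versus no-compound background flagged substrates.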
USP1 inh: blocks the human USP1/UAF1 deubiquitinase complex; O94782; Potency, µM (doses to about 57.1 µM), for inactives: top-dose activity change, negative = inhibition, actives largely listed as inhibitors; actives 0.23% (n = 390,000); recombinant USP1/UAF1, Ub-Rhodamine cleavage fluorescence; also: potency is read from the fitted curve at half-maximal effect; % is scaled to controls: 0 for no effect and ±100 for the full control effect; nearly all actives have a fitted effect of over 60% in size; inactives centre near -12
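Step one: compound is pinned into 1nM USP1/UAF1 in HEPES pH 7.8 buffer with TCEP. Step two: 15 min room-temperature incubation. Step three: Ub-Rho (150nM final) starts cleavage, tracked by fluorescence over six one-minute reads.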
rTrxR1 inhibitor: rat TrxR1 inhibition. recombinant rTrxR1, NADPH fluorescence consumption, selenite substrate. Potency, µM (series often up to 114 µM), for the others: at the top dose activity change, negative = inhibition, most hits filed as inhibitors. actives 1% (n = 390,000). O89049; also: potency is read from the fitted curve at half-maximal effect; % is scaled to controls: 0 for no effect and ±100 for the full control effect; nearly all actives have a fitted effect of over 65% in size
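Rat TrxR1 (90 nM in the dispensed reagent) was pre-reduced with 400 uM NADPH for 5 min at room temperature, then incubated with compound for 15 min. After 400 uM selenite was added, NADPH fluorescence (Ex 340/Em 450 nm) was followed for 8 min.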
RGS4 inhibitor: blocks human RGS4-accelerated GTP hydrolysis; P49798; Transcreener GDP fluorescence polarization, RGS4-accelerated GTP hydrolysis; Potency, µM (top dose mostly 114 µM), for inactives: top-dose activity change, negative = inhibition, actives largely listed as inhibitors; actives 0.039% (n = 390,000); also: potency is read from the fitted curve at half-maximal effect; % is scaled to controls: 0 for no effect and ±100 for the full control effect; nearly all actives have a fitted effect of over 75% in size; some results filed as inactive show a strong effect at the top dose
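MLSMR compounds (23 nl, pin-transferred) preincubated 10 min at room temperature with a 500nM (2x) first reagent, then RGS4 at 900nM (2x) plus Transcreener GDP mix added; fluorescence polarization (620/688 nm) read before and after 90 min at 30 °C.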
Glioma ERSR ind: induces the endoplasmic reticulum stress response in human glioma cells. U87-MG GRP78 promoter luciferase reporter, 16 h. Potency, µM, for the others: top-dose activation, actives largely listed as activators. actives 0.02% (n = 420,000). AID 602332; also: potency is read from the fitted curve at half-maximal effect; series mostly up to about 76 µM; % of control where 0% means no effect; nearly all actives have a fitted effect of over 35% in size
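Stably transfected U87-MG human glioma cells carrying a GRP78-based luminescent sensor were seeded at 1000 cells/well, pin-dosed with compounds and incubated 16 h. Luciferase reagent was then added, and end-point luminescence was read after 10 min at room temperature.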
* hit, by the source's call; ? = inconclusive; nt = not tested or not shown; & = joins results of further samples; [ ] = dose if it differs, or a comment. Unless noted, calls follow the shape of the dose curve; as a rule, active = well fitted curve in the direction sought with a large enough effect; inconclusive = small, poorly fitted or top-dose-only effect, or another doubt; inactive = no such curve, though single readings can be large; an effect the other way counts as inactive or inconclusive.

[1] O=c1[nH]c(/C=C/c2ccccc2Cl)c([N+](=O)[O-])c(=O)[nH]1
[2] C/C(CC(=O)Nc1cccnc1)=N/NC(=O)COc1ccc(Cl)cc1Br
[3] O=C1C(c2[nH]c3ccc(S(=O)(=O)O)cc3c2O)=Nc2ccc(S(=O)(=O)O)cc21
[4] Cc1cccc(NS(=O)(=O)c2ccc(NC(=O)N3CCCC3)cc2)c1
[5] CN(CC(=O)Nc1ccc(Cl)cc1)C(=O)Cn1[nH]c(=O)c2ccccc2c1=O
[6] O=C(O)CCCC(=O)Nc1ccccc1C(=O)N1CCCC1
[7] CCOC(=O)CSc1nc(-c2cccs2)nc2c1c(=O)n(C)c(=O)n2C
[8] Cn1c2c(c(=O)n(C)c1=O)[C@@]1(C(=O)Nc3ccccc31)C(C#N)=C(N)O2
compound no.	1	2	3	4	5	6	7	8
Vif-A3F inh	2%	-4%	nt	2%	6%	0%	-10%	5%
Vif-A3G inh	1%	-6%	-30%	0%	-5%	0%	2%	7%
LDHA block	-9	-2	11	-7	-6	-6	-7	31
IDH1 R132H inh	-21%	0%	nt	-5%	0%	11%	-8%	-4%
TrxR1 substrate	-10%	-29%	12%	-2%[57.1 µM]	15%	7%[57.1 µM]	8%[57.1 µM]	-2%[57.1 µM]
USP1 inh	?	-26%	nt	-14%	?	-13%	-20%	-17%
rTrxR1 inhibitor	-46%	-10%	-5%	23%[57.1 µM]	17%	7%[57.1 µM]	38%	5%[57.1 µM]
RGS4 inhibitor	?	-6%	nt	2%	3%	5%	8%	-29%
Glioma ERSR ind	-1%	0%	1%&-1%&-3%	0%	0%	-4%	-2%	-3%

[9] Cc1onc(-c2ccccc2)c1C(=O)Nc1nnc(-c2ccncc2)s1
[10] CC1=C(C(=O)Nc2cccnc2)C(c2ccc(F)cc2)n2nc(SCc3ccccc3)nc2N1 (stereo not drawn)
[11] CN(C)c1ccc(/C=C(\C#N)c2ccccc2)cc1
[12] O=C(c1cc(-c2ccc3c(c2)OCO3)on1)N1CCN(c2ccc(F)cc2)CC1
[13] CSC1=NCCN1C(=O)c1ccc(S(=O)(=O)N2CCOCC2)cc1
[14] O=C(N1CCOCC1)N1CCC(n2nnc3cc(F)ccc32)CC1
[15] CCOc1ccc(NC(=O)COc2ccc3c(c2)CCC3)cc1OC
[16] COC(=O)c1c(O)ccc(Oc2ccccc2)c1C(=O)OC
compound no.	9	10	11	12	13	14	15	16
Vif-A3F inh	4%	-5%	-8%	11%	-10%	-10%	-9%	-7%
Vif-A3G inh	-6%	-3%	?	1%	6%	2%	0%	0%
LDHA block	-12	2	-1	-1	2	10	3	1
IDH1 R132H inh	2%	11%	23%	0%	6%	0%	0%	7%
TrxR1 substrate	46%[activator]	-1%	-3%[0.0914 µM]	9%	7%	2%[57.1 µM]	3%	2%
USP1 inh	-1%	-27%	-24%	-9%	-13%	-7%	-23%	-14%
rTrxR1 inhibitor	0%	18%	13%[57.1 µM]	7%	15%	23%[57.1 µM]	8%	-1%
RGS4 inhibitor	18%	15%	-7%	-20%	-11%	7%	5%	-20%
Glioma ERSR ind	-5%	6%	1%	-1%	-1%	-6%	-6%	-3%

[17] CN(CC1CCCN(CCc2ccccc2F)C1)C(=O)c1cc2ccccc2o1 (stereo not drawn)
[18] COc1cc(NC(=O)c2nn(-c3ccc(F)cc3)c(=O)n(C)c2=O)cc(OC)c1OC
[19] COc1ccc(C(=O)O)cc1S(=O)(=O)Nc1ccc2cn[nH]c2c1
[20] COc1ccc(-c2nc(C#N)c(N3CCN(C(=O)c4ccco4)CC3)o2)cc1OC
[21] O=C(NCC(c1ccco1)N1CCc2ccccc2C1)C(=O)Nc1ccccc1F (stereo not drawn)
[22] CN(c1ccc(C(=O)N2CCc3ccccc3C2)cc1)S(C)(=O)=O
[23] COc1cccc(NC(=O)C(C)(C)C)c1
[24] CS(=O)(=O)N(CC(=O)N/N=C/c1cccs1)c1cccc(Cl)c1Cl
compound no.	17	18	19	20	21	22	23	24
Vif-A3F inh	-11%	0%	2%	4%	1%	-3%	0%	6%
Vif-A3G inh	0%	6%	0%	-4%	1%	1%	-1%	3%
LDHA block	0	-4	-1	-2	-2	0	-11	-2
IDH1 R132H inh	3%	-9%	4%	7%	3%	4%	-3%	8%
TrxR1 substrate	nt	-3%[57.1 µM]	9%[57.1 µM]	31%[activator]	-1%	7%[57.1 µM]	6%[57.1 µM]	-16%
USP1 inh	?	-24%	-21%	-15%	-24%	?	-12%	-5%
rTrxR1 inhibitor	nt	6%[57.1 µM]	11%[57.1 µM]	17%	15%	15%[57.1 µM]	21%[57.1 µM]	3%[57.1 µM]
RGS4 inhibitor	nt	-5%	-3%	-4%	-16%	5%	18%	20%
Glioma ERSR ind	-3%	0%	-4%	-2%	-4%	-2%	1%	-5%

Part of the list above, as a markdown table.
| no. | canonical_smiles | Vif-A3F inh | Vif-A3G inh | LDHA block | IDH1 R132H inh | TrxR1 substrate | USP1 inh | rTrxR1 inhibitor | RGS4 inhibitor | Glioma ERSR ind |
| --- | --- | --- | --- | --- | --- | --- | --- | --- | --- | --- |
| 18 | COc1cc(NC(=O)c2nn(-c3ccc(F)cc3)c(=O)n(C)c2=O)cc(OC)c1OC | 0% | 6% | -4 | -9% | -3%[57.1 µM] | -24% | 6%[57.1 µM] | -5% | 0% |
| 19 | COc1ccc(C(=O)O)cc1S(=O)(=O)Nc1ccc2cn[nH]c2c1 | 2% | 0% | -1 | 4% | 9%[57.1 µM] | -21% | 11%[57.1 µM] | -3% | -4% |

New compounds follow
[25] O=C1C=C(c2ccc3cc[nH]c3c2)C[C@@H](c2ccc3c(c2)OCO3)C1
[26] CN(C)S(=O)(=O)c1ccc(C(=O)Nc2ccc(CN3CCCC3)cc2)cc1
[27] Oc1ccc(/C=N/N=C/c2ccc(O)cc2)cc1
[28] O=S(=O)(c1ccc2ccccc2c1)N1CCOCC1
[29] O=C(Nc1ccccc1N1CCOCC1)c1ccncc1
[30] Cc1ccc2c(c1)[C@H]1OCC[C@H]1[C@@H](c1ccncc1)N2
[31] Cc1ccc(C(=O)COC(=O)CCC(=O)Nc2cc(Cl)ccc2Cl)cc1[N+](=O)[O-]
[32] CC(=O)Nc1nc(COc2ccc3ccccc3c2)cs1
compound no.	25	26	27	28	29	30	31	32
Vif-A3F inh	-3%	-3%	-9%	-2%	4%	2%	-14%	4%
Vif-A3G inh	-17%	2%	3%	1%&-6%	2%	1%	0%	3%
LDHA block	4	0	-5	-5&-8	3	3	-4	0
IDH1 R132H inh	4%	0%	0%	-6%	-3%	-5%	-7%	2%
TrxR1 substrate	-8%	4%	-13%	4%&2%	0%	7%[57.1 µM]	6%[57.1 µM]	3%
USP1 inh	?	-17%	-7%	1%	-10%	-6%	3%	-26%
rTrxR1 inhibitor	-2%	2%	0%	17%&18%	14%	4%[57.1 µM]	9%[57.1 µM]	8%
RGS4 inhibitor	9%	-28%	16%	8%&2%	0%	-20%	-29%	5%
Glioma ERSR ind	-3%	2%	-2%	-3%&-1%	-6%	-5%	7%	10%

[33] CCN1C[C@@H]2[C@@H]3C(=O)N(C)C(=O)[C@@H]3[C@](Cc3ccccc3)(C1=O)N2C(=O)c1ccc(C(C)(C)C)cc1
[34] Oc1cc(CNCc2ccccc2)c(O)cc1CNCc1ccccc1
[35] CN(C)/C=N/c1sc2c(c1C#N)CCC2
[36] C=CCN(CC=C)C(=O)c1c(OC)cccc1OC
[37] O=C(NO)c1ccc(OC(F)F)cc1
[38] COC(=O)C(C)Sc1nc2c(cnn2-c2ccc(Cl)cc2)c(=O)[nH]1 (stereo not drawn)
[39] O=C1c2ccccc2NC(c2cccc(O)c2)N1c1ccccc1 (stereo not drawn)
[40] COc1ccc(C(=O)OCC(=O)NC(C)CCc2ccccc2)cc1OC (stereo not drawn)
compound no.	33	34	35	36	37	38	39	40
Vif-A3F inh	5%	1%	-4%	-9%	-15%	0%	3%	2%
Vif-A3G inh	-4%	-3%	1%	0%	-1%	2%	0%	1%
LDHA block	-3	30	-1	-2	7	-8	-7	0
IDH1 R132H inh	18%	-2%	9%	3%	6%	0%	3%	9%
TrxR1 substrate	5%[57.1 µM]	-10%	-1%	-12%	-8%	-2%	86%[activator]	-3%
USP1 inh	?	?	-21%	-11%	-18%	-25%	-4%	-21%
rTrxR1 inhibitor	-1%[57.1 µM]	79µM*	-5%	-16%	-2%	10%	5%	-6%
RGS4 inhibitor	6%	?	2%	-5%	-21%	-26%	21%	8%
Glioma ERSR ind	-4%	-3%	-4%	-2%	10%	-1%	-2%	-2%

Source: PubChem BioAssay (National Center for Advancing Translational Sciences (NCATS))

Not all compounds are listed, so the mix of outcomes need not match the whole.
